ELG1 genotoxic – inducers of genotoxicity in HEK293T ELG1-luciferase cells. HEK293T ELG1-luciferase reporter, luminescence, 16 h. Potency, µM (top dose mostly 46 µM), for the others: at the highest dose activity change, positive = activation, actives largely listed as activators. 330,000 tested, 1.3% active; further: potency means the concentration at half of the fitted maximal effect; % of control where 0% means no effect; nearly all actives have a fitted effect of over 60% in size
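Quantitative HTS format in 1536-well plates. HEK293T ELG1-luciferase reporter cells receive test compound and are incubated 16 hr at 37 °C, 5% CO2; ONE-Glo added, 30 min room temperature, then luminescence read.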
NPC1 prom act – NPC1 promoter activation | Huh7 NPC1 promoter luciferase reporter, 24 h | Potency, µM (series often up to 9.22 µM), inactives show top-dose activation, most hits filed as activators | 320,000 tested, 2.4% active | AID 485313;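 further: potency means the concentration at half of the fitted maximal effect; % of control where 0% means no effect; nearly all actives have a fitted effect of over 60% in size; reporter is driven by a mutant NPC1 promoter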
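Readout is luciferase luminescence, reflecting NPC1 promoter activation in stably transfected Huh7 cells after 24 h compound exposure at 37 °C in reduced-serum medium with 10% FBS.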
ELG1 DNA repair – blocks ELG1-dependent DNA repair in HEK293T cells | HEK293T ELG1-luciferase reporter, luminescence, 16 h; DNA damage induced by 5-fluorouridine | Potency, µM (series often up to 46.1 µM), inactives show at the highest dose activity change, negative = inhibition, most hits filed as inhibitors | 330,000 tested, 2.3% active | AID 504467; further: potency means the concentration at half of the fitted maximal effect; on the % scale 0 is the no-effect control and ±100 the full control effect; nearly all actives have a fitted effect of over 55% in size
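5-Fluorouridine DNA damage + compound/DMSO, 2,000 cells/well, 16 h, 37 °C/5% CO2. ONE-Glo, 30 min RT, luminescence. Readout = decrease in reporter signal.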
Gal4-VP16 FLuc – counter-screen for ROR gamma inhibitors: Gal4-VP16 reporter; Drosophila S2 Gal4-VP16 UAS-luciferase, luminescence, 20 h; Potency, µM (highest dose often 53.6 µM), for the others: at the highest dose activity, negative = inhibition, hits mostly inhibitors; 310,000 tested, 3.5% active; AID 2546;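 further: Gal4-VP16 expression switched on by copper sulfate through the metallothionein promoter; potency means the concentration at half of the fitted maximal effect; on the % scale 0 is the no-effect control and ±100 the full control effect; nearly all actives have a fitted effect of over 50% in size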
p53 reactivator – restores transcriptional activity of mutant p53; H1299 p53-A138V BP100-luciferase reporter, luminescence, 24 h; Potency, µM (highest dose often 92.2 µM), without a hit: top-dose activity change, positive = activation, usual class: activators; 320,000 tested, 0.063% active; AID 504706; further: potency means the concentration at half of the fitted maximal effect; % of control where 0% means no effect; nearly all actives have a fitted effect of over 45% in size
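H1299 (p53-null), stable ts p53-A138V + BP100-Luc; 1000 cells/well, Opti-MEM/10% FBS; cpd 4 pt, 1:5; 24 h, 37 deg C, 5% CO2; detection reagent 10 min RT; luminescence.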
BRCA1 expr act – increases BRCA1 expression; MCF7-BRCA1-FFLuc reporter, luminescence, 48 h; response scale: scaled: vehicle 0%, 10 µM genistein 100%; Potency, µM (titrated, usually from 46.1 µM), for the others: at the top dose activation, usual class: activators; 380,000 tested, 1.1% active; AID 624202; further: potency means the concentration at half of the fitted maximal effect; nearly all actives have a fitted effect of over 80% in size; some results filed as inactive show a strong effect at the top dose
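Compounds are tested at multiple concentrations on MCF7 BRCA1-luciferase reporter cells seeded at 2000 per well; after 48 h, a single luminescence end-point is taken and curves fitted to the normalized data.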
Tb PFK block – inhibitors of T. brucei phosphofructokinase. O15648. T. brucei PFK, ADP-Glo luminescence. Potency, µM (series often up to 57.5 µM), without a hit: at the highest dose activity, negative = inhibition, hits mostly inhibitors. 330,000 tested, 0.17% active;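 further: potency means the concentration at half of the fitted maximal effect; 0% = uninhibited 1x PFK enzyme wells and -100% = no-enzyme wells; nearly all actives have a fitted effect of over 60% in size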
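1.25 nM PFK with 0.5 mM F6P and 0.1 mM ATP in 0.1 M TEA pH 8.0, 5 mM MgCl2, incubated 45 min at room temperature; ADP measured by ADP-Glo luminescence; compounds titrated up to 57 uM.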
TRPV1 ag – agonists of human vanilloid receptor 1 (TRPV1) | Q8NER1 | TRPV1-expressing cells, Fluo-8 calcium influx, agonist mode | activation, % at 8.33 µM | 320,000 tested, 0.19% active; in the data active means activation above about 80%; inconclusive means between about 30% and that limit; further: 0% is about no effect
Target sequence (Q8NER1 whole entry, looked up): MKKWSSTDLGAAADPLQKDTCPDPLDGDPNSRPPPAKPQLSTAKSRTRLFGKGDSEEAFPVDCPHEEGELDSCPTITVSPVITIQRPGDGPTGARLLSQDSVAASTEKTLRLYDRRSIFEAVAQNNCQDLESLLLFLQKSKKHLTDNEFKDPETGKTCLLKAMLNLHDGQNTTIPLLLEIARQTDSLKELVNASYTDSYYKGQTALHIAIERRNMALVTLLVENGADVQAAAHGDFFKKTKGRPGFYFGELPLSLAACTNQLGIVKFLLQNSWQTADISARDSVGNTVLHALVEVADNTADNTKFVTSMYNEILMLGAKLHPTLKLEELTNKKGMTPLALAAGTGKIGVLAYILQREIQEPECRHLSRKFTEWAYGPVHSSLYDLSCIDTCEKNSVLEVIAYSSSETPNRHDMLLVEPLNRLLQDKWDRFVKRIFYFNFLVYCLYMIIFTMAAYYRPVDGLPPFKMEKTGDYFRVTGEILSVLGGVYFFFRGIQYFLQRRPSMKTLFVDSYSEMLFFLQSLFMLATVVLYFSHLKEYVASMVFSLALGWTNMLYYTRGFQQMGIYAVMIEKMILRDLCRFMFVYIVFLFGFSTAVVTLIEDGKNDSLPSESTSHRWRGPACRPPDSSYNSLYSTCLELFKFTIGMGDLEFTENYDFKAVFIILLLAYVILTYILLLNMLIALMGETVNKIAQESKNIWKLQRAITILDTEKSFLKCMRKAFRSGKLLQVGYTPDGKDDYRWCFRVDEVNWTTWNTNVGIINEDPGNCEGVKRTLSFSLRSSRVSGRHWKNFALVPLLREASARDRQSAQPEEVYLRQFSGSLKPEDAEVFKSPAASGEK
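Fluo-8 calcium influx in TRPV1-expressing cells, kinetic read (ex 480/em 520 nm). Compound added and read 3 min for agonist activity, followed by capsaicin at EC20 final and 2 min further read for enhancement.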
RORg inh – inhibitors of mouse ROR gamma transcriptional activity; Drosophila S2 Gal4-RORgamma UAS-luciferase reporter, 20 h; Potency, µM (top dose mostly 53.6 µM), inactives show at the top dose activity change, negative = inhibition, usual class: inhibitors; 310,000 tested, 5.4% active; further: potency means the concentration at half of the fitted maximal effect; on the % scale 0 is the no-effect control and ±100 the full control effect; nearly all actives have a fitted effect of over 60% in size
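In this cell-based reporter format, copper sulfate (700 uM final) drives Gal4–ROR gamma fusion expression from a metallothionein promoter in Drosophila Schneider cells; compounds preincubated 1 hr, reporter read after 20 hr at ambient temperature.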
Rab9 prom act – Rab9 promoter activation. Huh7 Rab9 promoter-luciferase reporter, luminescence, 24 h. Potency, µM (titrated, usually from 9.22 µM), inactives show at the top dose activation, negative = inhibition, actives largely listed as activators. 320,000 tested, 2.8% active; further: potency means the concentration at half of the fitted maximal effect; % of control where 0% means no effect; nearly all actives have a fitted effect of over 60% in size
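Rab9 promoter-driven luciferase in stably transfected Huh7 cells; 1500 cells/well rested 2 h, exposed to compound in DMSO for 24 h at 37 °C, 5% CO2. Luminescence read 10 min after adding luciferase reagent at ambient temperature.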
FLuc modulator – inhibits or activates purified firefly luciferase, miR-21 counter-screen; purified FLuc, Km substrates, luminescence inhibition; Potency, µM (titrated, usually from 57.5 µM), without a hit: at the highest dose activity change, negative = inhibition, usual class: inhibitors; 360,000 tested, 6.9% active;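 further: potency means the concentration at half of the fitted maximal effect; plate controls were vehicle for no effect and reference inhibitor for full effect; nearly all actives have a fitted effect of over 55% in size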
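Purified P. pyralis luciferase (10nM final) with 10uM D-luciferin and 10uM ATP (Km levels) in 50mM Tris acetate pH 7.5, 10mM Mg acetate, 0.01% Tween-20, 0.05% BSA; qHTS 6-point titration, ~60 µM downward; luminescence read.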
Active calls of the source: *; ? = inconclusive; . = not tested or not shown; [ ] = remark or other dose. Unless noted, the call rests on the fitted dose curve; in most records, active means well fitted curve in the direction sought with a large enough effect; inconclusive means small, poorly fitted or top-dose-only effect, or another doubt; inactive means no such curve, though single readings can be large; an effect the other way counts as inactive or inconclusive.

Compound,ELG1 genotoxic,NPC1 prom act,ELG1 DNA repair,Gal4-VP16 FLuc,p53 reactivator,BRCA1 expr act,Tb PFK block,TRPV1 ag,RORg inh,Rab9 prom act,FLuc modulator
CCOC(=O)C1=CN(Cc2ccco2)S(=O)(=O)N(C)C1c1ccc(F)c(Cl)c1 (centres undefined),2%,.,-3%,.,-12%,8%,5%,.,.,.,.
O=C(N/N=C/c1ccc([N+](=O)[O-])o1)c1sc2ccccc2c1Cl,-9%,-7%,?,3.2µM*,-6%,-114%[inhibitor],5%,11,2.5µM*,0%,3%
CCn1c(SCC(=O)Nc2ccc(F)cc2)nc2ccccc2c1=O,-6%,1%,-15%,0%,-6%,-51%,-6%,?,2%,-6%,-2%
CC(=O)Oc1cc2oc(=O)cc(C)c2cc1Cl,-11%,3%,?,-3%,-3%,3%,8%,1,-20%,5%,-3%
CC1=Nc2cccc3cccc(c23)N1,-5%,11%,-7%,-20%,-7%,-30%,-10%[0.46 µM],0,13µM*,11%,-10%
CC1CCC2(CC1)NC(=O)N(CC(=O)Nc1ccc(C(N)=O)cc1)C2=O (centres undefined),0%,.,0%,.,1%,10%,3%,.,.,.,.
COc1cc2oc(=O)cc(-c3ccc(-c4ccc(C)cc4)cc3)c2c(OC)c1OC,2%,.,-24%,9%,6%,10%,-5%,.,-1%,.,.
O=C(COC(=O)/C=C/c1ccc(OC(F)F)cc1)Nc1ccc(S(=O)(=O)N2CCCC2)cc1,4%,-3%,-3%,2%,-3%,-92%[inhibitor],10%,-1,25%,-5%,-11%
O=C(NCc1ccccc1Cl)c1ccc2nc[nH]c2c1,1%,2%,9%,-2%,-6%,32%,7%,0,-2%,0%,1%
C/C(=N\NC(=O)c1nc2ccccn2c1C)c1cccc([N+](=O)[O-])c1,-17%,1%,-16%,4%,13%,-2%,2%,1,24%,0%,-1%
CC(C)(C)OC(=O)NCc1ccc(CNC(=O)c2nc[nH]c2C(=O)N2CCc3ccccc3C2)cc1,-6%,-2%,?,.,8%,-6%,-4%,10,.,-4%,-2%
CCOc1ccc(CN2CCNC(=O)C2CC(=O)NCCCOc2cccnc2)cc1 (centres undefined),-1%,-3%,14%,-13%,1%,0%,-5%,-1,13%,-4%,1%
Nc1ccc2c(c1)C(=O)C(=O)c1ccccc1-2,-21%,-34%[inhibitor],4.6µM*,2.8µM*,-14%,-93%[inhibitor],-20%,-7,1.8µM*,-41%[inhibitor],?
COC(=O)Cc1ccc(NC(=S)NCCCN2CCOCC2)cc1,-1%,1%,-6%,0%,15%,0%,-3%,-1,2%,-1%,5%
O=C(N/N=C\c1ccc[nH]1)C1COc2ccccc2O1 (centres undefined),2%,-5%,6%,?,-1%,3%,24µM*,4,11µM*,-2%,-6%
O=C(Nc1ccc(S(=O)(=O)NCc2ccco2)cc1)c1ccc2ccccc2n1,-2%,-4%,?,-10%,6%,-30%,-2%,3,-16%,-6%,1%
Cc1cnn(-c2cc(N/N=C/c3ccccc3)ncn2)c1,2%,15%,13%,-11%,21%,36%,-2%,-3,25%,2%[1.84 µM],?
CCN(CC)c1ncnc2sc(C(=O)N3CCN(c4ccc(OC)cc4)CC3)c(C)c12,-13%,-3%,-6%,.,8%,-38%,9%,1,-24%[0.365 µM],-6%,0%
N#C/C(=C/c1ccc(N2CCOCC2)o1)C(=O)N1CCOCC1,7%,0%,?,17%,21%,-36%,-6%,10,3%,7%,-9%
CCNc1nc(OCC)nc(N2CCC(Cc3ccccc3)CC2)n1,1%,1%,-1%,4µM*,4%,-17%,1%,1,5.6µM*,-5%,0%
COc1ccc(C(=O)Nc2c(N)nc(SCC(=O)N3CCC(C)CC3)[nH]c2=O)cc1,1%,0%,-4%,5%,-6%,-3%,1%,2,7%,8%,-1%
C#CCOCCOCCOCCNc1nc(N2CCN(C(=O)CCCCCCCCCCNC(=O)Cn3cc(C[C@@H](C)O)nn3)CC2)nc(N2CCN(C(=O)CCCCCCCCCCNC(=O)[C@H](CO)n3cc(CCCSC)nn3)CC2)n1,-3%,-1%,?,.,8%,-10%,-5%,-1,.,-3%,3%
Cc1ccc(NC(=O)N(C2CCCCC2)C(C)c2cccnc2)cc1C (centres undefined),2%,1%,?,0%,2%,0%,0%,-2,12%,2%,-16%
COCCn1c(C)cc(C(=O)CN2C(=O)NC3(CCCCCCC3)C2=O)c1C,?,3.2µM*,?,-4%,?,?,2%,1,?,4µM*,15µM*
CC1CCN(c2nnc(NC(=O)Cn3c(=O)oc4ccccc43)s2)CC1,-2%,0%,5%,-5%,-2%,1%,1%,-1,7%,-2%,-13%

(list continues)
Compound,ELG1 genotoxic,NPC1 prom act,ELG1 DNA repair,Gal4-VP16 FLuc,p53 reactivator,BRCA1 expr act,Tb PFK block,TRPV1 ag,RORg inh,Rab9 prom act,FLuc modulator
Cc1nnc(Oc2ccccc2F)c2ccccc12,?,28%,?,5%,?,?,-1%,3,9%[10 µM],30%,?
[O-]/[N+](=C\C=C\c1ccccc1)c1ccccc1,?,2.5µM*,?,18%,?,?,0%,?,25%,1.8µM*,4.8µM*
CCOc1cccc(-c2nc(C(N)=O)c3[nH]c(=O)n(-c4cccc(Cl)c4)c3n2)c1O,0%,0%,14%,0%,11%,-5%,0%,-3,14%,-7%,4%
CC(=O)c1ccc(NC(=O)C2CCCN2S(=O)(=O)c2ccc(C)cc2)cc1 (centres undefined),1%,-2%,12%,-2%,2%,7%,-1%,10,39%,0%,-1%
Cc1ccc(S(=O)(=O)N2CCC(=O)N(C(COCc3ccc(Cl)cc3)Cc3ccccc3)CC2)cc1 (centres undefined),1%,-3%,-14%,11%,-3%,-40%,-9%,-3,-4%,-8%,-3%
CCc1ccc(S(=O)(=O)Nc2c(C)nn(C)c2C)cc1,-7%,-3%,?,?,10%,-56%,3%,14,?,-12%,1%
O=C(O)/C=C/C(=O)c1ccc(O)cc1,0%,-4%,?,4%,?,0%,9%,.,-8%,1%,-1%
CCN(CC)C(=O)c1sc2nc(-c3ccc(OC)cc3)cn2c1C,?,1.8µM*,?,0%,?,2.8µM*,-3%,-3,-29%,?,7.6µM*
CCC(=O)NNc1nc2c(F)cc(F)cc2s1,3%,-1%,12%,-28%,1%,-11%,?,0,-6%,0%,3%
CCN(C(=N)N=C(N)N)c1ccccc1,-7%,0%,4%,-1%,-1%,3%,2%,4,25%,-7%,-2%
CCOC(=O)C1CCN(c2ncnc3c2cnn3C)CC1,-4%,-2%,-1%,1%,-2%,-19%,-3%,5,14%,-3%,-3%
COc1ccc(Cc2n[nH]c(=S)n2Cc2ccccc2)cc1Cl,-1%,0%,-10%,-3%,-3%,-15%,-1%,7,-5%,-9%,-2%
CS(=O)(=O)N1CCC2(CC1)OCCN2S(=O)(=O)c1ccccc1,-2%,0%,4%,.,0%,-19%,12%,-3,.,1%,4%
Cc1c(N=C2C=C(Br)C(=O)C(Br)=C2)c(=O)n(-c2ccccc2)n1C,1%,2%,?,3%,-3%,-18%,-7%,0,-1%,23%,15µM*
Cc1ccc(-c2n[nH]c(=S)n2/N=C/C=C\c2ccccc2[N+](=O)[O-])cc1,1%,-3%,-5%,-21%,10%,-24%,-23%,11,?,1%,-2%
CCc1ccc(CCC(=O)Nc2ccc(C)cc2C)o1,0%,1%,10%,13%,4%,-7%,-6%,6,32%,-5%,5%
Cc1ccc2oc(-c3ccc(C)c(NC(=O)Cc4cccs4)c3)nc2c1,1%,27%,-6%,2%,-3%,20%,8%,-3,17%,2%,?
C/C=C\C(=O)Nc1cccc(C2=NOC3(C2)C[C@H](C(N)=O)N(C(=O)[C@H]2CCC(=O)N2)C3)c1 (some centres undefined),4%,-4%,?,-3%,-4%,0%,2%,0,-3%,-7%,1%
Cc1ccc(-n2cccn2)c(CN2CCCC(CNC(=O)c3ccc(F)cc3)C2)c1 (centres undefined),-12%,-7%,-8%,-7%,-3%,0%,-2%,2,-5%,-12%,-1%
